# GDH-TPI counter = counter-screen for M. tuberculosis FBA inhibitors: GDH-TPI coupled enzymes. GDH-TPI coupled enzyme counterscreen, NADH absorbance. inhibition, % at 4.8 µM. actives 1.2% (n = 360,000). AID 588335; in the data active = inhibition above about 30%;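 also: 0% = DMSO wells and 100% = wells lacking the enzyme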
# BoNT-A LC inh2 = blocks Botulinum neurotoxin A light chain protease | multiplex microsphere protease substrate cleavage, flow cytometry | inhibition, % at 10 µM | actives 0.17% (n = 360,000) | AID 588499; also: plate controls were buffer without enzyme for full effect and enzyme alone for no effect
# BoNT F protease = blocks Botulinum neurotoxin F light chain protease | Multiplex microsphere protease cleavage assay, flow cytometry | inhibition, % at 10 µM | actives 0.22% (n = 360,000); in the data active = inhibition above about 35%, passing the limit was not always enough; inconclusive = no clear call, values can overlap the other calls; also: plate controls were buffer without enzyme for full effect and enzyme alone for no effect
# Anthrax LF prot = anthrax lethal factor protease inhibition. inhibition, % at 10 µM. P15917. multiplex microsphere protease cleavage assay, LF. actives 0.12% (n = 360,000); also: plate controls were buffer without enzyme for full effect and enzyme alone for no effect
# Mtb BioA inh = BioA (M. tuberculosis) enzyme inhibition. purified M. tuberculosis BioA enzyme, plate reader. inhibition, % at 9.99 µM. actives 0.096% (n = 360,000). AID 602481; in the data active = inhibition above about 40%; inconclusive = no clear call, values can overlap the other calls
# FadD28 binding = M. tuberculosis FadD28 bisubstrate binding inhibition; FadD28 bisubstrate probe binding, fluorescence polarization; AID 588549; actives 0.22% (n = 360,000); inhibition, % at 12.5 µM; in the data active = inhibition above about 8.5%, passing the limit was not always enough; inconclusive = no clear call, values can overlap the other calls
# Mtb UGM inh = inhibitors of M. tuberculosis UDP-galactopyranose mutase | actives 0.06% (n = 320,000) | P9WIQ1 | purified UGM, fluorescence polarization probe displacement | inhibition, % at 10 µM; in the data active = inhibition above about 10%, passing the limit was not always enough; inconclusive = no clear call, values can overlap the other calls
# Target sequence (P9WIQ1 whole entry, looked up): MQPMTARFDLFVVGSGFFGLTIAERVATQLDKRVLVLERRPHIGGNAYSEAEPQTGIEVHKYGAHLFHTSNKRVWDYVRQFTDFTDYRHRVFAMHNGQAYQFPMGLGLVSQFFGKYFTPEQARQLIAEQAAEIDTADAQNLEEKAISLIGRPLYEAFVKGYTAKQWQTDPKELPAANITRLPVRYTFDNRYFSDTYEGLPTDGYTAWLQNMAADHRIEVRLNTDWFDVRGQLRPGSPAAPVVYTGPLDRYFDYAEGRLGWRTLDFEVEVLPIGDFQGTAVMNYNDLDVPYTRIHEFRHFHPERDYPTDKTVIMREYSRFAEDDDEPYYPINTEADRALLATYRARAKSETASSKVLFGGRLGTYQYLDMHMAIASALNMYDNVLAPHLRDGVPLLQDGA
# PfHsp40 yeast = restores yeast growth despite PfHsp40 toxicity; S. cerevisiae expressing PfHsp40, growth rescue, ATP luminescence; growth rescue, % at 12.5 µM; actives 0.68% (n = 340,000); in the data active = growth rescue above about 28%, passing the limit was not always enough; inconclusive = no clear call, values can overlap the other calls;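 also: yeast W303a lacking pdr1 and pdr3 grown in galactose medium; growth measured after three days at 30 °C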
# Mtb FBA inh = inhibits M. tuberculosis FBA enzyme; actives 2.3% (n = 360,000); P9WQA3; inhibition, % at 1 µM; purified M. tuberculosis FBA, fluorescence read-out; AID 588726; in the data active = inhibition above about 27%;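 also: 0% = vehicle and 100% = reference inhibitor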
# Target sequence (P9WQA3 whole entry, looked up): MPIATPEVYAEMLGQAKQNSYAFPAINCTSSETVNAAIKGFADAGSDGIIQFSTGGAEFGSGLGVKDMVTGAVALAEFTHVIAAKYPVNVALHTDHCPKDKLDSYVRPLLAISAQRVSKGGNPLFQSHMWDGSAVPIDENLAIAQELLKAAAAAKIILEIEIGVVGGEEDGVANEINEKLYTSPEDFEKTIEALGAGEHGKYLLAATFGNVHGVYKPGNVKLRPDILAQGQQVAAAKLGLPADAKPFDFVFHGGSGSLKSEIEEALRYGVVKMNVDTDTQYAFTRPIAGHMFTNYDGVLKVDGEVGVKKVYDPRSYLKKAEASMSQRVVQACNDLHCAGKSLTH
# * marks the source's active call; other numbers are inactive results; ? = inconclusive; · = not tested or not shown; & = joins results of further samples. Rule as the data show it, unless noted: active = inhibition above about 30%; inconclusive = no clear call, values can overlap the other calls; inactive = below that. Compounds as they come, and some 4.7% of all compounds hit somewhere here.
SMILES,GDH-TPI counter,BoNT-A LC inh2,BoNT F protease,Anthrax LF prot,Mtb BioA inh,FadD28 binding,Mtb UGM inh,PfHsp40 yeast,Mtb FBA inh
O=C(c1ccccc1F)N(Cc1cccs1)C1CCS(=O)(=O)C1 (stereo unspecified),6,-0.2,4,0,-0.2,0.1,-2.3,-0.2,3
COc1ccc(-n2nc3c(c2NC(C)=O)CS(=O)(=O)C3)cc1,4,-0.3,3,12,-1.8,-1.0,-1.6,-1.0,1
CC(=O)c1ccc(N2CCN(S(=O)(=O)c3ccc4c5c3CC(=O)N5CC(C)S4)CC2)cc1 (stereo unspecified),18,0.0,6,0,0.0,0.0,-0.7,-0.1,3
Cc1cc(C)c(S(=O)(=O)N2Cc3ccccc3-n3nncc3C2)c(C)c1,-1,0.2,-2,-5,-2.5,-4.2,·,·,-4
COc1ccc(CN2CCN(CCCc3ccccc3)C(CCO)C2)cc1OC (stereo unspecified),3,-0.4,?,-8,1.3,-1.6,-0.6,-1.2,0
Cc1csc(=O)n1CC(=O)OC(C)C(=O)Nc1ccc(N(C)C)cc1 (stereo unspecified),9,-1.6,-2,-3,-3.6,-0.8,·,-0.7,5
O=C(C(=O)N1CCOCC1)c1cn(CC(=O)N2CCCCC2)c2ccccc12,16,-1.2,3,0,0.5,-0.8,-0.4,-0.1,-2
Cc1cccnc1CNC(=O)C1(C)CCCN1CC(C)C (stereo unspecified),1,0.2,1,-2,0.5,-3.3,·,·,-2
O=C(CSc1nnc2ccccn12)N1CCc2ccccc2C1,-6,-0.5,-2,-3,1.1,-0.5,0.8,-1.3,4
COc1ccc(S(=O)(=O)N/N=C\c2ccc3c(c2)OCO3)cc1,5,-0.3,2,-1,0.7,-0.3,-0.8,1.0,0
CC(C)(C)NC(=O)NC(=O)CN1CCCCCCC1,2,0.8,-2,-4,·,1.8,4.3,-3.2,3
O=CN1Cc2ccccc2-c2ccccc2C1,8,-4.4,?,-8,0.0,-3.7,0.6,-1.7,-1
Cc1cccc(NC(=O)CN2C(=O)CSC2=O)c1,-5,-0.6,-2,1,·,-3.3,2.3,0.0,-2
COCP(=O)(c1ccccc1)c1ccccc1,2,1.7,0,5,-3.9,-0.3,1.1,-0.2,1
CC(=O)Nc1ccccc1Oc1ccccc1,3,0.0,0,-2,-0.8,-4.2,0.1,-1.8,1
CCC(C)c1ccc(NC(=O)c2cccs2)cc1 (stereo unspecified),3,-0.4,-7,-18,-0.6,-4.8,4.4,-0.1,1
Cc1ccc(-n2nnnc2Sc2nc([N+](=O)[O-])nn2C)c(C)c1,0,-0.6,-1,-6,0.8,-2.0,-2.3,-0.4,1
CC(=O)/C(=C/Nc1ccc(Oc2ccccc2)cc1)c1ccccc1,7,-0.5,-2,-3,·,-3.8,2.3,1.1,0
CC(=O)c1cccc(NC(=O)C2=CC(c3ccco3)=NS(=O)(=O)N2C)c1,8,-1.1,0,-2,20,0.5,2.5,0.5,-3
CC(=O)c1cccc(NC(=O)c2ccc(-c3c(C)noc3C)c3ccoc23)c1,7,-0.3,-8,-4,0.3,-7.0,·,·,-1

# The final six compounds of the section above lead into the next:
SMILES,GDH-TPI counter,BoNT-A LC inh2,BoNT F protease,Anthrax LF prot,Mtb BioA inh,FadD28 binding,Mtb UGM inh,PfHsp40 yeast,Mtb FBA inh
CC(=O)Nc1ccccc1Oc1ccccc1,3,0.0,0,-2,-0.8,-4.2,0.1,-1.8,1
CCC(C)c1ccc(NC(=O)c2cccs2)cc1 (stereo unspecified),3,-0.4,-7,-18,-0.6,-4.8,4.4,-0.1,1
Cc1ccc(-n2nnnc2Sc2nc([N+](=O)[O-])nn2C)c(C)c1,0,-0.6,-1,-6,0.8,-2.0,-2.3,-0.4,1
CC(=O)/C(=C/Nc1ccc(Oc2ccccc2)cc1)c1ccccc1,7,-0.5,-2,-3,·,-3.8,2.3,1.1,0
CC(=O)c1cccc(NC(=O)C2=CC(c3ccco3)=NS(=O)(=O)N2C)c1,8,-1.1,0,-2,20,0.5,2.5,0.5,-3
CC(=O)c1cccc(NC(=O)c2ccc(-c3c(C)noc3C)c3ccoc23)c1,7,-0.3,-8,-4,0.3,-7.0,·,·,-1
CCCC(=O)N1c2ccccc2C(N(C(C)=O)c2ccccc2)CC1C (stereo unspecified),2,0.2,-5,-2,·,-0.2,-0.8,0.5,-3
CCOC(=O)CCS(=O)(=O)c1ccc(-c2ccc(S(=O)(=O)CCC(=O)OCC)cc2)cc1,11,0.9,7,4,-0.4,-3.3,1.0,-1.3,2
N=C(N)SCc1cccc2ccccc12,10,0.3,-18,-2,0.4,0.6,0.8,-0.7,0
CC1CCN(C(=O)C2CCC(CNS(=O)(=O)c3cccc4cccnc34)CC2)CC1 (stereo unspecified),-1,0.0,-5,-10,0.6,0.8,-0.1,-0.5,2
CCOc1ccc(CCNC(=O)C2CCN(c3nn4c(=O)cc(C)nc4s3)CC2)cc1,-1,0.2,0,-12,-2.6,1.2,1.7,0.0,0
CS(=O)(=O)c1ccc(N2CCN(S(=O)(=O)c3cccs3)CC2)c([N+](=O)[O-])c1,-1,-2.0,?,-2,-1.3,-1.6,-0.9,-0.4,-1
CCCn1c(=O)c(C(=O)Nc2ncccc2C)c(O)c2ccccc21,1,0.5,1,-4,·,-6.3,1.8,0.9,-4
COc1cc(C(=O)Oc2ccccc2/C=N/NC(=O)c2ccc(Cl)cc2)cc(OC)c1OC,11,-0.2,4,-2,·,-1.9,-0.6,0.8,-4
CN(C)S(=O)(=O)c1ccc(N2CCCC2)c(C(=O)Nc2ccccc2OC(F)F)c1,3,-0.5,-1,-6,·,-0.9,-0.4,-0.7,-2
O=C(Cn1cnc2c(nnn2-c2ccc(F)cc2)c1=O)N1CCCc2ccccc21,3,1.0,11,-10,-1.2,-0.4,-2.5,-0.1,2
CCOC(=O)N1CCN(C2CC(=O)N(c3ccc(Cl)c(Cl)c3)C2=O)CC1 (stereo unspecified),-12,0.5,8,3,-0.8,-4.1,-1.0,5.2,1
COc1ccc(C)c2sc(N(CCN(C)C)C(=O)c3ccc(S(=O)(=O)N(C)c4ccccc4)cc3)nc12,-8,-0.6,3,-7,0.4,-2.8,·,·,1
O=c1ccn([C@@H]2O[C@H](CNCc3ccc(-c4cc(C(F)(F)F)ccc4Cl)o3)[C@@H](O)[C@H]2O)c(=O)[nH]1,-6,-0.3,-13,-10,-0.1,-2.1,·,0.3,0
COc1ccc(C2(CNC(=O)c3ccccc3)CCCC2)cc1OC,6,-0.7,7,2,-3.0,0.2,4.1,-0.2,4
Cc1cccc(C)c1NC(=O)CSc1nnc(C)c(=O)[nH]1,11,-0.4,1,-1,·,-0.2,1.2,13,3
CCOC(=O)c1[nH]c2ccc(OC)cc2c1NC(=S)N1CCN(c2cccc(C)c2C)CC1,7,-0.5,-5,-1,-1.4,-2.4,1.9,-1.0,5
CCCn1c(N)c(N2CCCCC2)c(=O)n(CC(=O)Nc2ccc(C(C)=O)cc2)c1=O,-2,0.3,0,3,0.8,0.1,1.1,0.7,0
CCOc1ccccc1NC(=O)Nc1ccc(CC#N)cc1,0,-0.4,-10,-2,·,-1.1,-0.4,0.0,1
Cc1ccc(C(=O)NCCN(C)C)cc1C,-6,0.3,-15,0,·,-4.4,-0.5,-1.4,1
Cc1cccc(Nc2c(-c3ccc(N4CCOCC4)cc3)nc3ncccn23)c1,23,-0.2,-2,-10,-1.5,0.3,2.8,0.4,1
CCN(CC)S(=O)(=O)c1ccc(OC)c(NC(=O)c2cccs2)c1,1,-0.2,0,1,-0.5,-2.4,4.3,1.6,2
CCCCCn1c(CCC(=O)Oc2ccccc2OC)nc2c1c(=O)[nH]c(=O)n2CCCC,5,-0.4,5,-1,-0.9,-1.8,-1.3,0.8,-2
CCCn1nnnc1NCc1ccc(N2CCCC2)cc1,-13,9.5,-13,-3,2.2,-4.1,-0.9,-0.7,-4
Nc1cccc(Nc2nc(OC(C(F)(F)F)C(F)(F)F)nc(OC(C(F)(F)F)C(F)(F)F)n2)c1,2,-1.0,2,-6,·,-1.6,-0.6,-1.7,-3
Cc1ccc(N=c2c([N+](=O)[O-])nn(-c3ccc(Cl)cc3)n2O)cc1C,6,-0.7,-12,-6,-1.0,-2.8,1.4,-2.9,0
N#Cc1nc(Cl)c(Cl)c(NN)c1Cl,3,-0.4,4,-13,·,0.5,-1.9,-3.1,3
CCOC(=O)N=S(N)(=O)c1ccc(Cl)cc1 (stereo unspecified),10,-0.5,7,-4,0.0,-4.5,3.3,-1.3,6
CN(CC(=O)Nc1nc2ccccc2s1)S(=O)(=O)c1ccc(Br)cc1,1,3.2,4,0,-4.1,-1.6,1.3,4.2,2
O=C(CSc1nnc(Cc2ccccc2)o1)Nc1ccc(N2CCOCC2)cc1,0,1.9,-3,-4,-3.2,-0.1,4.2,-0.2,5
C/C(N)=C(/C#N)C(=O)COC(=O)CCSc1ccccc1,-1&1,-0.8&-1.1,1&-12,2&1,-1.5,-1.7&-3.1,-1.4,-0.4&-1.0,2&3
CCOC(=O)N(C)c1ccc(C(O)(C(F)(F)F)C(F)(F)F)cc1,13,-0.6,-12,0,-0.5,-2.9,-2.1,-1.8,0
O=C(CN(Cc1ccccc1)C(=O)CCC(=O)Nc1ccccn1)NCc1ccc(F)cc1,-6,0.4,-6,0,-1.3,-0.9,1.4,-0.1,-1
O=C(CN1CCN(Cc2ccc(Cl)cc2)CC1)N/N=C/C=C/c1ccccc1[N+](=O)[O-],9,-0.7,-4,-3,·,1.2,2.4,-0.3,-2
Cc1onc(-c2ccccc2)c1C(=O)N1CCC2(CC1)OCCO2,8,-0.3,4,1,·,-0.7,-2.3,0.0,0
O=C(OCC(=O)N1CCc2ccccc21)c1ccccn1,-3,-0.1,0,-3,·,-4.4,-0.9,-1.1,1
O=C(Cc1ccccc1)N1CCN(C(=O)c2cccs2)CC1,-11,-0.5,-3,-2,4.7,-3.7,-1.9,-0.8,-1
CCC[C@@H]1CCCC/C=C\CCCC(=O)OCCN1C(=O)OC(C)(C)C,10,0.4,8,1,1.2,-1.2,1.4,1.8,-2
COc1ccc(Cn2c(=O)oc3ccccc32)cc1F,-8,0.4,-9,14,0.0,-2.9,0.5,1.2,-3
COc1ccc(N2C(=O)C3CCCN3C2c2ccccc2OC)cc1 (stereo unspecified),2,0.4,7,5,-1.1,1.2,-0.8,-0.4,3
Cc1cccnc1NC(=O)CNC(=O)C12CC3CC(CC(C3)C1)C2,-3,2.4,-15,-1,·,-3.5,·,1.2,0

# Two compounds picked at random from the list so far, as already listed:
SMILES,GDH-TPI counter,BoNT-A LC inh2,BoNT F protease,Anthrax LF prot,Mtb BioA inh,FadD28 binding,Mtb UGM inh,PfHsp40 yeast,Mtb FBA inh
N#Cc1nc(Cl)c(Cl)c(NN)c1Cl,3,-0.4,4,-13,·,0.5,-1.9,-3.1,3
CCN(CC)S(=O)(=O)c1ccc(OC)c(NC(=O)c2cccs2)c1,1,-0.2,0,1,-0.5,-2.4,4.3,1.6,2

# Additional records
SMILES,GDH-TPI counter,BoNT-A LC inh2,BoNT F protease,Anthrax LF prot,Mtb BioA inh,FadD28 binding,Mtb UGM inh,PfHsp40 yeast,Mtb FBA inh
CS(=O)(=O)c1cnc2c(-c3ccsc3)cnn2c1N,26,-0.3,1,4,·,-0.5,0.8,-0.4,-1
COc1ccc(Cl)cc1C(=O)Nc1ccc(NC(C)=O)cc1,3,0.8,0,3,·,-0.5,0.2,-1.3,-1
CC1(C(=O)NS(=O)(=O)c2ccccc2OC(F)(F)F)CCN1C(=O)c1ccco1 (stereo unspecified),-7,-0.2,-5,-4,-0.4,-4.1,·,·,0
COc1cc(C(=O)NCC(c2cccnc2)N2CCN(C)CC2)cc(OC)c1OC (stereo unspecified),1,0.1,12,-3,1.2,-0.9,-1.3,-0.5,3

# Screens (PubChem)
